High-throughput results (PubChem)
Measles CPE – protection of cells from measles virus; protection (pct of control), % at 4 µM; Measles virus-infected cells, CPE protection, absorbance; hit rate 1.5% among 140,000; in the data active means protection mostly above about 24%, no sharp cut-off; inactive means mostly below about 26%; further: some compounds called inactive have numbers as strong as hits
Yeast life ext – extends the lifespan of yeast | inhibition of the nicotinamide effect, % at 10 µM | S. cerevisiae growth with nicotinamide, OD615; deaD strain in restrictive glucose medium | hit rate 0.68% among 130,000;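 active means inhibition above a set limit, placed 3 SD over the median of all compounds, cut at about 26% in these data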;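 further: 0% = nicotinamide-treated wells and 100% = cells grown without nicotinamide; some compounds called inactive have numbers as strong as hits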
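Measured by: optical density (absorbance) at 615 nm; System: modified budding yeast, DeaD strain; Medium: restrictive CSMM-D dextrose medium; Timing: 4 h preincubation then 48 h treatment at 30 °C.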
HCT116 bCat-KO – beta-catenin-lacking colon tumor cell growth suppression; HCT116 beta-catenin knockout viability, CellTiter-Glo, 60 h; hits give low values; hit rate 1.5% among 140,000; viability, % at 10 µM;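 active means viability at or under a set limit, the compound median less 4 SD, cut at about 6% in these data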;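 further: 0% = Hyamine 1622 control at 20 µM and 100% = untreated cell control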
HCT116 PTEN-null – PTEN-deleted cell growth suppression | hit rate 1.2% among 140,000 | HCT116 PTEN-null viability, CellTiter-Glo, 60 h; hits give low values | viability, % at 10 µM | AID 827;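 active means viability at or below a set limit, 4 SD under the median of all tested compounds, cut at about 3.7% in these data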;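 further: PTEN knockout HCT116 line with beta catenin targeted HCT116 as companion control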
NPY Y2 blocker – antagonists of human neuropeptide Y receptor Y2. hit rate 0.99% among 140,000. NPY-Y2 expressing cells, antagonist mode. inhibition, % at 2.7 µM; in the data active means inhibition above about 17%;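 further: 0% = vehicle with agonist challenge and 100% = reference antagonist with challenge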
Target sequence (P49146 whole entry, looked up): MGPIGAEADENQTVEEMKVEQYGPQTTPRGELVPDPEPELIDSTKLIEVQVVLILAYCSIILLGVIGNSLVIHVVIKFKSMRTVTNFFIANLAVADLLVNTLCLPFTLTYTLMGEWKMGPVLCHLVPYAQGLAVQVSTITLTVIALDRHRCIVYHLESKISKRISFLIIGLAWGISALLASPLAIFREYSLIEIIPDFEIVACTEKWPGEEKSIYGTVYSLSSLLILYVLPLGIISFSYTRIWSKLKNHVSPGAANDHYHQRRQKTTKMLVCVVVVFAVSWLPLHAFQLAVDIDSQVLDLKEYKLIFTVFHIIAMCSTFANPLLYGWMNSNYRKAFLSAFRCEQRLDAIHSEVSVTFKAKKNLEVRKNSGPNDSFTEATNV
E-sel TNF inh – TNF alpha driven E-selectin expression inhibition | AID 1246 | inhibition, % at 2 µM | HUVEC TNFa-induced E-selectin immunofluorescence, high content | hit rate 0.71% among 120,000;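 active means inhibition above the batch mean plus 3 SD, and confirmed as a hit on visual image review, cut at about 43% in these data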;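 further: 0% = TNF-stimulated DMSO wells and 100% = unstimulated control wells; not every result past the cut was called active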
BB579 growth dn – chemicals that inhibit yeast BB579 growth in restrictive medium (lifespan-shortening candidates) | hit rate 0.51% among 140,000 | S. cerevisiae BB579 growth, OD615, 48 h | inhibition, % at 10 µM | AID 804;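 active means inhibition above a set limit, 3 SD over the mean compound inhibition, cut at about 44% in these data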; further: inactives centre near -24
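test system = yeast BB579 (DeaD) | buffer or medium = restrictive CSMM-D medium | doses = single compound dose of 10 µM, 0.25% DMSO final | times = 4 h preincubation and 48 h exposure at 30 °C | technique = culture absorbance at 615 nm | benchmarks = amphotericin B 10 µg/mL, positive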
Phagocyt inh – blocks phagocytosis by macrophages. hit rate 0.07% among 110,000. inhibition, % at 5 µM. J774A.1 macrophage IgG-bead phagocytosis, imaging. AID 1029;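 active means inhibition above the mean of the plate negative controls plus 5 SD, cut at about 13% in these data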;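 further: phagocytic index as fraction of beads internalized from green versus red external bead signal; plate controls were DMSO negative control for no effect and cytochalasin-D positive control for full effect; some results beyond the cut were filed as inactive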
MRP1 act – activators of MRP-1; hit rate 0.61% among 140,000; AID 799; H69AR cells + doxorubicin, viability rescue, CellTiter-Glo; viability increase, % at 10 µM;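 active means viability gain under doxorubicin at or above a set limit, the compound median plus 3 SD, cut at about 4.7% in these data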;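 further: MRP-1 overexpressing cells given doxorubicin 25 µM after compound pretreatment; 18-22 h compound pretreatment then 72 h with doxorubicin before readout; 0% = doxorubicin-only wells and 100% = vehicle-treated cells without doxorubicin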
GALR2 antag – blocks the human galanin receptor 2; GALR2-expressing cells, antagonist mode; inhibition, % at 4 µM; O43603; hit rate 0.39% among 140,000; in the data active means inhibition above about 27%;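 further: cells stimulated with galanin 1-16 at roughly its EC80; 0% = agonist challenge control and 100% = basal control without agonist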
Target sequence (O43603 whole entry, looked up): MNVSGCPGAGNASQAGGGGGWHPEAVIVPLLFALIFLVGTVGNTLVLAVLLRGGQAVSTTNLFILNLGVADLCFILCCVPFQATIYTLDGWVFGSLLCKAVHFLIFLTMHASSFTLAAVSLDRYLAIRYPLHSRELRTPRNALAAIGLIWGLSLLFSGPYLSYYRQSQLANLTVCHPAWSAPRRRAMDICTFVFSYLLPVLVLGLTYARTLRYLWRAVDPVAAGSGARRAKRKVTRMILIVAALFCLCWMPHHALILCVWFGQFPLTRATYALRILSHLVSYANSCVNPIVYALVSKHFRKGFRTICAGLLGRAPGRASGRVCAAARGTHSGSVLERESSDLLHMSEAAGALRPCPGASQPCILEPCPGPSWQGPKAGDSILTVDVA
The depositor's hits bear a star; x = not tested or not shown.

SMILES	Measles CPE	Yeast life ext	HCT116 bCat-KO	HCT116 PTEN-null	NPY Y2 blocker	E-sel TNF inh	BB579 growth dn	Phagocyt inh	MRP1 act	GALR2 antag
O=C(CC(c1ccccc1)c1ccccc1O)N1CCCC1 (stereo not given)	9	0	95	94	2	21	-17	-1	-1.1	2
COc1ccc2oc(=O)c(-c3csc(Nc4cccc(O)c4)n3)cc2c1	7	-2	62	61	0	x	-23	-9	-2.8	4
CN(C(=O)CSc1nc(-c2ccccc2)cn1N)C(c1ccccc1)c1ccccc1	13	-7	81	81	5	7	-34	-2	-0.5	-17
CCN(CC)c1ccc(C(=O)N2CCN(Cc3ccccc3)CC2)cc1	4	2	99	98	1	x	0	-2	-1.4	0
COc1ccc2c(c1OC)C(=O)N(c1ccccn1)C2	5	-26	92	94	3	-25	-11	0	-1.5	-2
COc1cc(C2N(c3ccccn3)C(=O)C3CCCN32)cc(OC)c1OC (stereo not given)	12	-4	93	91	3	x	-27	-1	-2.0	-1
CCOC(=O)CSc1nnc(NC(=O)c2cccc([N+](=O)[O-])c2C)s1	32	1	76	77	0	-15	-33	-9	0.1	-7
O=C(CSc1nnc(-c2ccccc2)o1)c1nnc(-c2ccccc2)o1	16	-1	92	89	7	-44	-72	0	-0.6	-4
C=CCNc1nc(C2(C)CC3(CC(C)OC3=O)C(=O)O2)cs1 (stereo not given)	4	-3	83	91	1	-15	-32	x	-2.4	12
Cc1sc2nc(C3CC3)nc(NCCNS(C)(=O)=O)c2c1C	15	-5	117	99	0	-4	-7	0	-1.1	-3
O=C(O)CSCC(=O)Nc1ccc(C2CCCCC2)cc1	31	-8	108	112	-1	-6	-53	0	-0.4	-17
NC(=O)CS(=O)(=O)c1nc2ccccc2n1Cc1ccccc1F	18	-5	76	71	0	18	-34	0	-1.6	9
O=C(CN(C1CCCCC1)S(=O)(=O)c1ccc(F)cc1)NC1CC1	10	0	93	95	1	7	-21	2	-1.0	5
CC1(C)CC(CC(=O)O)C(=O)O1 (stereo not given)	21	4	105	103	2	12	-63	1	-0.3	-10
COC(=O)c1cccc(NC(=O)CN2CCN(Cc3ccccc3)CC2)c1	12	-10	91	95	1	-16	-23	0	-0.9	2
Cc1ccc(NC(=O)N(Cc2ccco2)C(C)c2ccco2)cc1C (stereo not given)	6	-26	76	68	6	8	-11	x	-3.6	-13
CCOC(=O)c1c(C)[nH]c(=S)c(C#N)c1-c1ccc(Cl)cc1	7	2	101	94	1	13	13	x	-2.9	-5
O=C(O)COc1ccc2c(c1)CCCC2	14	-7	99	96	7	x	17	-2	-2.1	7
O=C(N/N=C/c1ccncc1)c1cc([N+](=O)[O-])cc([N+](=O)[O-])c1	9	5	100	97	-2	x	-34	x	-2.1	-5
CCOC(=O)c1cnn(CCOC(=O)C2CC2)c1NC(=O)C1CC1	11	2	94	91	0	-15	-12	-4	-2.0	-8
O=C(Nc1nc2ccccc2n1CCN1CCCC1)C1CCCCC1	3	3	62	62	-2	x	-13	0	-3.9	4
N#Cc1cc([N+](=O)[O-])c(-n2nnc3ccccc32)c([N+](=O)[O-])c1	-1	-2	103	97	7	-27	-49	0	-1.1	15
CS(=O)(=O)N(CC(=O)N1CCN(Cc2ccc3c(c2)OCO3)CC1)c1ccc2c(c1)OCO2	8	-5	87	84	6	8	-19	-3	-1.4	-2
O=C(O)CCNC(=O)c1cncc(Br)c1	6	-5	73	91	4	9	-6	0	1.0	-7
O=C(COc1ccc(Cl)cc1)OCC(=O)N1CCCc2ccccc21	9	-4	94	94	2	-4	-42	0	-0.8	3
Later entries
SMILES	Measles CPE	Yeast life ext	HCT116 bCat-KO	HCT116 PTEN-null	NPY Y2 blocker	E-sel TNF inh	BB579 growth dn	Phagocyt inh	MRP1 act	GALR2 antag
O=C(CCc1ccc(CCC(=O)c2cccs2)s1)c1cccs1	1	-11	89	100	6	-25	-30	0	-0.2	9
Cc1ccc(S(=O)(=O)N2CCOCC2)cc1NC(=O)COC(=O)c1ccccc1OCc1c(C)noc1C	8	0	92	93	6	-1	-46	-1	-1.6	5
CCOC(=O)/C(C#N)=C/c1cc2ccc(C)cc2nc1Cl	4	32*	17	15	1	x	-7	5	-2.0	-1
COc1ccccc1N(CC(=O)N1CCCCCC1)S(C)(=O)=O	10	-1	99	92	0	13	-31	-2	-2.3	-15
CSc1nc2c(c(=O)n1-c1ccccc1)SCC2	5	1	99	105	1	-8	-35	3	-0.8	-3
COc1cc(=O)n(C)c2cc(N(C)C)ccc12	12	-24	85	93	-1	27	10	-1	-3.1	-1
Cc1cc(O)c(NC(=O)c2ccco2)cc1C	8	-12	74	72	0	-7	-2	2	-3.8	15
Cc1ccc(/C=C(\NC(=O)c2ccccc2)C(=O)NCCc2ccccn2)o1	6	6	92	104	1	x	-14	-4	-2.1	-5
Cc1ccccc1N/C(SCc1ccc(Cl)cc1)=C(/C#N)C(N)=O	15	1	73	71	7	x	-15	-1	-2.6	-8
CCOc1cc(N2CCOCC2)c(OCC)cc1NC(C)C(=O)N1CCC(C)CC1 (stereo not given)	3	-4	90	85	-2	x	-9	-10	-1.8	-4
COc1ccc(-c2noc(-c3ccc(Cl)cc3[N+](=O)[O-])n2)cc1OC	4	-5	96	93	1	x	-32	1	1.1	6
CC(=O)Nc1ccc2ccccc2c1	7	-28	92	96	1	7	-30	0	-1.2	-18
COCCNc1nnc(SCC(=O)N2CCN(S(=O)(=O)c3ccccc3)CC2)s1	15	-12	87	81	-1	-7	-8	-1	-0.6	12
COc1ccc(NC(=O)CC2CCCCC2)cc1OC	33	-16	101	98	2	6	-25	-2	-1.9	1
Cc1ccc(S(=O)(=O)NCCSc2ccccc2)cc1[N+](=O)[O-]	2	3	104	106	13	x	-19	-5	-1.1	-5
Cc1cc(C)cc(N2CC(c3nc4ccccc4n3C)CC2=O)c1 (stereo not given)	13	-6	94	95	3	x	-11	-1	-2.5	-3
COCCn1c(SCc2cccnc2)nnc1-c1ccco1	3	-13	96	106	1	-5	-8	0	0.5	-3
O=C(Nc1cc(C(F)(F)F)ccc1N1CCOCC1)c1cccc(F)c1	10	-16	96	94	2	6	-20	1	-0.8	-1
Cc1ccc(S(=O)(=O)N2CCN(CC(=O)NC3CCCc4ccccc43)CC2)cc1C (stereo not given)	7	-7	72	81	8	-3	-21	x	-3.3	-1
COc1ccc(OCC2CNC(=O)O2)cc1 (stereo not given)	4	8	91	91	3	96*	-30	2	-1.4	6
CCOC(=O)CNC(=O)c1nn(-c2ccc(OCC)cc2)c(=O)c2ccccc12	10	-5	98	102	5	-18	-13	-3	-1.7	11
Cc1ccsc1/C=N/n1c(-c2ccccn2)n[nH]c1=S	4	3	89	90	3	-3	-2	-3	-2.3	5
COc1ccc2sc(NC(=O)c3ccco3)nc2c1	15	-12	75	85	1	0	-24	0	-3.6	-7
CCc1sc(NC(=O)c2cc3ccccc3oc2=O)nc1-c1cccs1	3	4	93	94	1	5	-44	-7	-0.6	-2
O=C(CCn1c(=O)oc2ccccc21)NCCCN1CCN(c2ccc(F)cc2)CC1	0	-7	89	92	-1	4	-25	-1	-3.4	0

Three compounds already listed, arranged by the number in E-sel TNF inh, largest number first.
structure | E-sel TNF inh
CC(=O)Nc1ccc2ccccc2c1 | 7
O=C(CCn1c(=O)oc2ccccc21)NCCCN1CCN(c2ccc(F)cc2)CC1 | 4
COc1ccc2sc(NC(=O)c3ccco3)nc2c1 | 0

Continuation:
SMILES	Measles CPE	Yeast life ext	HCT116 bCat-KO	HCT116 PTEN-null	NPY Y2 blocker	E-sel TNF inh	BB579 growth dn	Phagocyt inh	MRP1 act	GALR2 antag
CC1=NN(c2ccc(Cl)cc2)C(=O)C1C(c1cccc(O)c1)c1c(C)[nH]n(-c2ccc(Cl)cc2)c1=O (stereo not given)	41	10	86	93	3	x	-49	-9	2.1	0
CCn1c(SCc2nc3ccccc3[nH]2)nnc1-c1cccs1	13	-1	90	92	-1	x	-23	0	-0.8	11
O=C(CCn1c(=O)oc2ccccc21)N1CCCCCC1	5	5	92	92	2	-4	-8	x	-0.4	-7
CN(C(=O)c1c(Cl)cnn1C)C12CC3CC(CC(C3)C1)C2	7	13	93	90	1	x	1	-5	-1.5	-8
Cn1c(C(=O)N2CCCC(C(=O)N3CCN(C(=O)c4ccco4)CC3)C2)cc2sccc21 (stereo not given)	13	-2	86	94	1	x	-9	0	-3.4	-5
NS(=O)(=O)c1ccc(CNC(=O)NC23CC4CC(CC(C4)C2)C3)cc1	4	-12	92	98	3	-11	-34	-1	-0.1	13

One compound at a time, as listed above. Screens in order: Measles CPE, Yeast life ext, HCT116 bCat-KO, HCT116 PTEN-null, NPY Y2 blocker, E-sel TNF inh, BB579 growth dn, Phagocyt inh, MRP1 act, GALR2 antag
Record of Cn1c(C(=O)N2CCCC(C(=O)N3CCN(C(=O)c4ccco4)CC3)C2)cc2sccc21 (stereo not given) → 13, -2, 86, 94, 1, x, -9, 0, -3.4, -5
Record of O=C(CCn1c(=O)oc2ccccc21)N1CCCCCC1 → 5, 5, 92, 92, 2, -4, -8, x, -0.4, -7
Record of CN(C(=O)c1c(Cl)cnn1C)C12CC3CC(CC(C3)C1)C2 → 7, 13, 93, 90, 1, x, 1, -5, -1.5, -8
Record of CC1=NN(c2ccc(Cl)cc2)C(=O)C1C(c1cccc(O)c1)c1c(C)[nH]n(-c2ccc(Cl)cc2)c1=O (stereo not given) → 41, 10, 86, 93, 3, x, -49, -9, 2.1, 0

Yeast life ext, entries above that show a hit.
SMILES	Measles CPE	Yeast life ext	NPY Y2 blocker	E-sel TNF inh	BB579 growth dn	Phagocyt inh	GALR2 antag
CCOC(=O)/C(C#N)=C/c1cc2ccc(C)cc2nc1Cl	4	32*	1	x	-7	5	-1

Rows are unselected. Share with any hit: about 6.2%.
